# AMA1 RON2 block – inhibitors of Plasmodium falciparum AMA1-RON2 interaction. AlphaScreen AMA1-biotinylated RON2 peptide binding. Potency, µM (series often up to 58.2 µM), inactives show at the highest dose activity change, negative = inhibition, usual class: inhibitors. 360,000 compounds, 0.2% hits;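 further: potency means the concentration at half of the fitted maximal effect; 0% = vehicle wells and -100% = peptide control; nearly all actives have a fitted effect of over 45% in size; some results filed as inactive show a strong effect at the top dose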
#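 AMA1 (3D7) with his tag at 25 nM final met compounds first, then biotinylated RON2 peptide at 25 nM; detection used donor plus acceptor beads, 10 µg/mL apiece, read by AlphaScreen after 30 min at room temperature.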
# AmpC detergent – blocks E. coli AmpC beta-lactamase in detergent assay; P00811; AmpC hydrolysis of nitrocefin, absorbance 480 nm, 0.01% Triton; Potency, µM (top dose mostly 114 µM), inactives show at the highest dose activity change, negative = inhibition, usual class: inhibitors; 370,000 compounds, 0.041% hits; AID 485294;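 further: potency means the concentration at half of the fitted maximal effect; 0% = no-compound wells and -100% = no-enzyme wells; nearly all actives have a fitted effect of over 25% in size; some results filed as inactive show a strong effect at the top dose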
# Target sequence (P00811 whole entry, looked up): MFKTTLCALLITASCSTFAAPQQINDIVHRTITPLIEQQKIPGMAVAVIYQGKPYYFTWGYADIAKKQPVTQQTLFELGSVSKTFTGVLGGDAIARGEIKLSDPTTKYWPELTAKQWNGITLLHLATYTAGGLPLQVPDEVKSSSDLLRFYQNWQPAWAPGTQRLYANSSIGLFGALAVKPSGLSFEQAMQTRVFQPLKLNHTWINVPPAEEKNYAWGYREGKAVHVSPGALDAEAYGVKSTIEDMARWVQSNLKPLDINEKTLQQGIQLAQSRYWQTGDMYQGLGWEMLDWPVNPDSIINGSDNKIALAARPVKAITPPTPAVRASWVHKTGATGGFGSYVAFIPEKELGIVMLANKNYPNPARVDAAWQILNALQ
#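 AmpC (5.3 nM in the dispensed reagent) in 20 mM phosphate pH 7.0 with 0.01% (detergent screen) or 0.0001% Triton X-100 was preincubated with compounds for 15 min at room temperature. Nitrocefin was then added from an 800 uM solution, and hydrolysis was followed at 480 nm.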
# LmPK inh – blocks Leishmania mexicana pyruvate kinase activity | purified LmPK, Kinase-Glo ATP luminescence, 1 h | 290,000 compounds, 0.37% hits | AID 1721 | Q27686 | Potency, µM (titrated, usually from 57.5 µM), inactives show at the highest dose activity change, negative = inhibition, hits mostly inhibitors; further: potency means the concentration at half of the fitted maximal effect
# Target sequence (Q27686 whole entry, looked up): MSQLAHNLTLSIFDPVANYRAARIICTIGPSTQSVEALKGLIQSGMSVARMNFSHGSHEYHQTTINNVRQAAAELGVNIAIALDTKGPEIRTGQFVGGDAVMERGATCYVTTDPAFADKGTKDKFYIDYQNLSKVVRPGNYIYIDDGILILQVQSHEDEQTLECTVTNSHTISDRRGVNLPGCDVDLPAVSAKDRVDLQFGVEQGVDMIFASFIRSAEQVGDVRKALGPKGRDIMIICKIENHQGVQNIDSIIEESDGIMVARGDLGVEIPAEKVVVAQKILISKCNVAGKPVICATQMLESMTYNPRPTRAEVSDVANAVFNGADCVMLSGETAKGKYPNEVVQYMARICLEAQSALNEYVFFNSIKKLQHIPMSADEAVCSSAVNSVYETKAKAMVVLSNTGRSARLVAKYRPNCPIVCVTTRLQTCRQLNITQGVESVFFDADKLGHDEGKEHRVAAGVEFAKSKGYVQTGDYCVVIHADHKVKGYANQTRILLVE
#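 Pyruvate kinase activity monitored as ATP production (luciferase luminescence). Conditions: 0.1 nM enzyme, 0.5 mM PEP, 0.1 mM ADP, 1 h, RT; normalized against uninhibited and no-enzyme wells.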
# AmpC no deterg – blocks E. coli AmpC beta-lactamase in detergent-free assay; AmpC nitrocefin hydrolysis, absorbance 480 nm, 0.0001% Triton; P00811; AID 485341; 330,000 compounds, 0.52% hits; Potency, µM (series often up to 57.1 µM), without a hit: at the top dose activity change, negative = inhibition, hits mostly inhibitors;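 further: potency means the concentration at half of the fitted maximal effect; plate controls were no compound for no effect and no enzyme for full effect; nearly all actives have a fitted effect of over 20% in size; some results filed as inactive show a strong effect at the top dose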
#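 AmpC (5.3 nM in the dispensed reagent) in 20 mM phosphate pH 7.0 with 0.01% (detergent screen) or 0.0001% Triton X-100 was preincubated with compounds for 15 min at room temperature. Nitrocefin was then added from an 800 uM solution, and hydrolysis was followed at 480 nm.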
# TbPYK inhibitor – blocks Trypanosoma brucei pyruvate kinase; TbPYK enzyme, Kinase-Glo Plus ATP luminescence, 45 min; Q57TT1; 410,000 compounds, 0.12% hits; Potency, µM (top dose mostly 76.8 µM), for the others: top-dose activity, negative = inhibition, most hits filed as inhibitors; further: potency means the concentration at half of the fitted maximal effect; nearly all actives have a fitted effect of over 50% in size
#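 Readout: single end-point luminescence (Kinase-Glo Plus, 10 min). Reaction conditions were TbPYK/substrate plus 130 uM ADP, 45 min at RT, pH 7.2 TEA buffer. No-enzyme wells served as controls, and data were normalized before concentration-response fitting.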
# HCMV antiviral – human cytomegalovirus inhibition | 410,000 compounds, 4.5% hits | HFF cells, HCMV-luciferase reporter, 72 h; active compounds read low | activity change, negative = inhibition, % at 57.5 µM | AID 1259415; in the data active means activity change below about -60%; inconclusive means no clear call, values can overlap the other calls; inactive means above about -39%
#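 Compounds were evaluated in HFFs infected with an HCMV luciferase reporter virus (MOI 1 PFU/cell). Luciferase in lysates collected 72 h post infection served as the replication measure.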
# HCV inh – inhibitors of hepatitis C virus infection; Huh7.5.1 HCVcc-Cre infection, luciferase reporter, 44 h; Potency, µM (highest dose often 41.8 µM), inactives show at the highest dose activity change, negative = inhibition, usual class: inhibitors; 340,000 compounds, 3.4% hits; further: potency means the concentration at half of the fitted maximal effect
#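 Luciferase read-out (15 sec integration) after a 15 min room-temperature substrate step quantifies HCVcc-Cre infection. Cells, 1,000 per well, had compound added 4 h post-plating, then virus at ~0.5 moi, and were cultured 44 h.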
# Active calls of the source: *; ? = inconclusive; . = no result given; & = joins results of further samples; [ ] = remark or other dose. Unless noted, the call rests on the fitted dose curve; in most records, active means well fitted curve in the direction sought with a large enough effect; inconclusive means small, poorly fitted or top-dose-only effect, or another doubt; inactive means no such curve, though single readings can be large; an effect the other way counts as inactive or inconclusive. Unless noted, on the % scale 0 is the no-effect control and ±100 the full control effect.
# Below each compound – AMA1 RON2 block	AmpC detergent	LmPK inh	AmpC no deterg	TbPYK inhibitor	HCMV antiviral	HCV inh
CCc1cccc(NC(=O)C(CC)n2nc(C)c3sc4ccccc4c3c2=O)c1 (stereo not drawn)
  .	?	.	.	-5%	1	.
CCc1nnc(NC(=O)CSc2nnc(-c3cc4ccccc4cc3O)n2CCOC)s1
  4%	?	1%	-37%	-12%	17	-5%
COc1ccc(NC2=Nc3ccccc3N3C2=Nc2c(c(C)nn2-c2ccc(C)cc2)C3c2cccnc2)cc1 (stereo not drawn)
  0%	?	7%	-10%	7%	16	?
Cc1cccc2sc(NC(=O)C3CCCN(S(=O)(=O)c4cccc5nonc45)C3)nc12 (stereo not drawn)
  8%	-7%	3%	-37%	1%	64	-12%&6%
CCOc1ccc(S(=O)(=O)NCCC(=O)OCN2C(=O)c3ccccc3C2=O)cc1
  -8%	-13%	5%	-11%	8%	21	6%
Cc1ccc(/C=C/C(=O)Nc2cc(S(=O)(=O)N3CCOCC3)ccc2N2CCOCC2)cc1
  9%	5%	.	237%[activator]	0%	-1	-7%
CC(=O)C1CCC2C3CCC4CC(O)CCC4(C)C3C(O)CC12C (stereo not drawn)
  -7%	.	.	.	4%	-38	15%
COC(=O)c1cn(C(=O)c2ccc(C)cc2)c2ccccc12
  20%	10%	6%	-4%	0%	-7	-29%
O=C(NC1CCCCC1)c1ccc(N2CCCC2=O)cc1
  -3%	?	-10%	-10%	-8%	69	7%
CCN(CC)c1ccc(NC(=O)Nc2cccc(C(C)=O)c2)cc1
  -12%	1%	-2%	.	?	-10	?
CCOc1ccc(NC(=O)c2cc3ccccc3cc2OC)cc1
  4%	?	-6%	-38%	4%	163	10µM*
COc1cccc(C(=O)Nc2ccc(C(=O)NCC3CCCO3)cc2)c1 (stereo not drawn)
  -2%	.	.	.	2%	3	12%
CC(Sc1nnc(C2CC2)n1C1CC1)C(=O)NCc1cccs1 (stereo not drawn)
  13%	?	.	-4%	-11%	-4	4%
CC(=O)N1c2c(cc(Br)cc2S(=O)(=O)N2CCN(C(=O)c3ccco3)CC2)CC1C (stereo not drawn)
  -3%	?	1%	136%[activator]	?	0	5%&6%
Cc1nc(NC(=O)C2CCCC2)sc1Cc1ccc2c(c1)OCO2
  ?	-11%	3%	-39%	-18%	?	4%
CC(=O)Nc1nnc(SCc2cc(=O)c3cc(C)ccc3[nH]2)s1
  .	-3%	.	.	-8%	9	.
COc1cc(CNn2nnnc2N)ccc1OCC(=O)NC(C)(C)C
  -17%	?	11%	51%	3%	16	2%
Cc1cc2nc(C)n(CCCNC(=O)Nc3cccc4ccccc34)c2cc1C
  -28%	-13%	7%	103%[activator]	-5%	-80*	?
CCOc1ccc2c(c1)c(N=Nc1cccc(C(=O)O)c1)c(O)n2C
  -3%	7%	-1%	-7%	-12%	85	-6%
O=C(Nc1cccc(NC(=O)c2ccccc2Cl)c1)c1ccco1
  -10%	1%	-7%	-2%	-2%	?	?
O=S(=O)(Nc1ccc(Cc2ccncc2)cc1)c1ccc(Cl)s1
  1%	-1%	0%	-32%	-11%	26	0%
Cc1ccc(C(=O)n2cnc3ccccc32)cc1C
  24%	3%	-1%	-11%	2%	2	8%
COC(=O)c1cc(NCc2c(F)cccc2Cl)ccc1N1CCOCC1
  -8%	-13%	2%	79%[activator]	-2%	68	?
O=C(NC(C(=O)O)c1ccccc1)c1ccc(S(=O)(=O)N2CCOCC2)cc1 (stereo not drawn)
  2%	-11%	2%	-20%	2%	118	7%
O=C(Nc1ccc2c(c1)OCCO2)C1CCCN(c2ncccn2)C1 (stereo not drawn)
  11%	?	-3%	-19%	0%	33	6%
Cc1cc(OC(C)C(=O)N/N=C/CC(C)c2ccccc2)ccc1Cl (stereo not drawn)
  50%[activator]	2%	1%	-14%	-5%	35	-4%
COc1ccccc1NS(=O)(=O)c1cccc(NC(=O)Nc2ccc(Cl)cc2)c1
  -8%	-10%	5%	-48%	-2%	-85*	?
Cc1cccc(NC(=O)CSc2nc3nc(C)cc(C)n3n2)c1
  32%[activator]	?	0%	-1%	2%	-38	15%
CCOC(=O)c1ccccc1NC(=O)Cc1ccc(S(=O)(=O)N2CCCC2)s1
  -3%	.	.	-30%	1%	-5	?
COCC(C)N1CCC(n2nccc2NC(=O)c2ccccc2Cl)CC1 (stereo not drawn)
  -13%	.	.	.	2%	25	30%[activator]

# Compound profiles, as listed above. Order of screens: AMA1 RON2 block | AmpC detergent | LmPK inh | AmpC no deterg | TbPYK inhibitor | HCMV antiviral | HCV inh
# COc1ccccc1NS(=O)(=O)c1cccc(NC(=O)Nc2ccc(Cl)cc2)c1 in the list: -8% | -10% | 5% | -48% | -2% | -85* | ?
# CCOC(=O)c1ccccc1NC(=O)Cc1ccc(S(=O)(=O)N2CCCC2)s1 in the list: -3% | . | . | -30% | 1% | -5 | ?
# CCOc1ccc2c(c1)c(N=Nc1cccc(C(=O)O)c1)c(O)n2C in the list: -3% | 7% | -1% | -7% | -12% | 85 | -6%
# O=C(Nc1cccc(NC(=O)c2ccccc2Cl)c1)c1ccco1 in the list: -10% | 1% | -7% | -2% | -2% | ? | ?

# (more compounds)
# Below each compound – AMA1 RON2 block	AmpC detergent	LmPK inh	AmpC no deterg	TbPYK inhibitor	HCMV antiviral	HCV inh
O=C(N/C=C/c1ccccc1)Nc1ccc(Cl)cc1
  4%	-12%	1%	-22%	0%	13	-22%
CC(C)(C)C(C(=O)O)N1CCS(=O)(=O)CC1 (stereo not drawn)
  2%	?	8%	-14%	1%	75	14%
COc1ccc(NC(=O)C2=CC(c3ccc4c(c3)OCO4)=NS(=O)(=O)N2C)cc1OC
  .	-2%	.	.	-2%	-13	.
Nc1ccccc1C(=O)N1CCC(O)(c2ccc(Cl)cc2)CC1
  -2%	-18%	3%	18%	5%	3	-2%
CCN1CCN(C(=S)Nc2ccsc2C(=O)OC)CC1
  18%	4%	1%[11.5 µM]	-25%	3%	0	-5%
O=C(Oc1c(-c2ccccc2)c(=O)n2c3c(cccc13)CC2)c1ccc(Cl)cc1
  -25%	-2%	3%	-8%	8%	-24	-30%
O=C(NC(=S)NNS(=O)(=O)c1ccc(Cl)cc1)c1cccnc1
  79%[activator]	2%	-1%	-25%	-7%	?	6%
CCOC(=O)N1CCC(NC(=O)CSCc2nc(-c3ccc(C)cc3)oc2C)CC1
  -4%	-5%	11%	151%[activator]	1%	-63*	?
COc1cccc(OC)c1C(=O)NCCc1csc(-c2ccc(Cl)cc2)n1
  .	13%	.	.	1%	-25	.
CCNCc1ccc(OCc2cccs2)c(OCC)c1
  -10%	-5%	0%	-11%	0%	-27	-17%
CC1C2Cn3c(nc4ccccc43)C1N(C(C)C)O2 (stereo not drawn)
  3%	1%	-4%	-12%	3%	5	2%
CCOc1ccc(NC(=O)C2CCCN(S(=O)(=O)c3c(C)nn(C)c3C)C2)cc1 (stereo not drawn)
  12%	-7%	15%	50%	4%	-20	-11%
Cc1ccc2cc3c(nc2c1)N(Cc1ccco1)CC3
  8%	-14%	4%	-21%	-6%	-24	?
COc1ccc(NC(=O)Cn2c3ccccc3c3nc4n(c(=O)c32)CCS4)cc1
  -16%	0%	-4%	-23%	1%	-11	7%
COc1ccc(N(CC(=O)NCc2ccccc2Cl)S(=O)(=O)c2c(C)[nH]c(=O)[nH]c2=O)cc1
  .	7%	.	.	0%	11	.
Cc1nc2sc(C(=O)NCc3ccc(Cl)cc3)c(NC(=O)c3ccccc3)c2c(C)c1C
  .	-2%	.	.	-1%	-33	.
O=C(CN1CCN(Cc2ccccc2)CC1)N/N=C/C=C/c1ccco1
  46%[activator]	-19%	-1%	-12%	-14%	3	-5%
COCCNC(=O)CN1c2ccccc2CC1C (stereo not drawn)
  -8%	-6%	6%	90%[activator]	-5%	19	-27%
CN1C(C(=O)N2CCC3(CC2)OCCO3)=CC(c2ccc(F)cc2)=NS1(=O)=O
  12%	-7%	6%	30%	1%	-28	5%
Cc1cccc(NC(=O)CSc2nccn2Cc2ccco2)c1
  -17%	-5%	-8%	-3%	2%	164	.
CCc1ccc(S(=O)(=O)NCCc2cn3ccccc3n2)s1
  -13%	4%	4%	-13%	-2%	-10	17%
CC(C)(Oc1ccc(-c2ccco2)cc1)C(=O)O
  .	-10%	-12%	-46%	.	.	12%
Cc1ccc(S(=O)(=O)N2CCN(C(=O)c3cc(-c4ccc(Br)cc4)n[nH]3)CC2)c(C)c1
  .	-6%	.	.	-11%[15.4 µM]	?	.
CC(NC(=O)CCNS(=O)(=O)c1ccccc1)c1ccccc1 (stereo not drawn)
  4%	0%	-8%	-1%	4%	-14	48%[activator]
COc1ccccc1OCC(=O)Nc1ccc(C(N)=O)cc1
  0%	0%	-2%	-17%	9%	14	13%
Cc1cc(NNC(=O)Nc2cccc(Cl)c2)nc2c1c(C)nn2C
  .	4%	2%	73%[activator]	.	.	.
CCn1c(=N)c(C(=O)NC2CCCC2)cc2c(=O)n3cc(C)ccc3nc21
  .	11%	.	.	-9%	-23	.
CCOC(=O)CSc1ncccn1
  8%	2%	11%	0%	-2%	-39	15%
Cc1cc(=O)oc2cc(OC(C)C(=O)N3CCOCC3)ccc12 (stereo not drawn)
  7%	-7%	-10%	3%	1%	-29	?
COC(=O)[C@]1(CC(C)C)N[C@H](c2ccc(SC3CCCCC3)c(OC)c2)[C@@H]2C(=O)N(C)C(=O)[C@@H]21
  -18%	-8%	.	250%[activator]	-5%	-16	?
COc1cccc(NC(=O)C/C(C)=N/NC(=O)c2ccccc2Cl)c1
  95%[activator]	-6%	0%	-11%	0%	-12	4%
CC(=O)N1CCC(N(CCN2CCOCC2)C(=S)Nc2ccc(C)cc2C)CC1
  8%	8%	14%	25%	2%	-27	-4%
N#CCCN1CCN(S(=O)(=O)c2ccc(C#N)cc2)CC1
  -3%	3%	0%	-12%	-5%	-7	6%

# Assay outcomes: PubChem BioAssay, National Center for Advancing Translational Sciences (NCATS)
